# Screening data deposited in PubChem by University of Kansas High Throughput Screening Laboratory.
# Pf apPOL inh: Pf-apPOL inhibitors, biochemical, fluorescence. Recombinant Pf-apPOL, molecular beacon fluorescence, 1.5 h. inhibition, % at 10 µM. 0.25% of 210,000 active
# mHTT CaM bind: mutant huntingtin-calmodulin interaction inhibitors – biochemical, AlphaScreen, primary screen | AlphaScreen His-mHTT/GST-CaM binding, luminescence | 3.6% of 190,000 active | P42858 | AID 1671202, 2021 | inhibition, % at 15 µM;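 further: 0% = both proteins with DMSO and 100% = one protein alone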
# Numbers without * were called inactive; nt = no result given; & = joins results of further samples. No stated cut-off is given here; in the data, active means inhibition above about 50%; inactive means the rest. Some of the compounds tested; count on the stated rates, not on these rows.
mol	Pf apPOL inh	mHTT CaM bind
COc1cc(NC(=O)CN2CCN(C3c4ccccc4-c4ccccc43)CC2)cc(OC)c1	-4	11
Cc1nc(C2CCCN2S(=O)(=O)c2ccc3c(c2)OCCO3)n[nH]1 (centres undefined)	-4	-2
COc1ccc(CN2C(=O)c3ccccc3C2C(=O)NCCCN2C(C)CCCC2C)cc1 (centres undefined)	-12	-5
COCCNC(=O)C1CCC(CNS(C)(=O)=O)CC1 (centres undefined)	1	-14
O=C(CN1CCN(C(=O)c2cnccn2)CC1)c1cccs1	0	-12
c1cc(CNc2ccc3c(c2)CCC3)ccn1	-3	35
CCNC(=O)N1CCCC(c2cccc(C(=O)N3CCC(N4CCCCC4)CC3)c2)C1 (centres undefined)	0	-4
CCOC(=O)c1n[nH]c2c([N+](=O)[O-])[nH]nc12	nt	-8
Cc1oc2ccn(C)c(=O)c2c1C(=O)NCc1cccc(Br)c1	7	36
CCc1ccccc1NC(=O)C1CN(S(=O)(=O)c2cccnc2)CC12CCCCC2 (centres undefined)	-1	11
CC(C)(C)c1ccc(C=CC(=O)NCCc2c[nH]c3ccccc23)cc1	-4	nt
Cc1sc(-c2cc3ccc(O)cc3oc2=O)nc1-c1ccc(Cl)cc1	-1	-45
COc1ccc2nc(Cl)c(C3CC(c4ccc(C)cc4)=NN3C(=O)CCCC(=O)O)cc2c1 (centres undefined)	-3	11
COc1ccccc1/C=C/C1=NC(=C\c2cccc(OC)c2OC)/C(=O)O1	-1	6
Oc1ccc(-c2csc(-c3c[nH]c4ccccc34)n2)cc1O	8	99*
Cc1ccc(CNC2=NCCNC23CCN(S(=O)(=O)c2ccccc2)CC3)cc1	-2	-3
Cn1ccc2c(N3CCCCC3)cc3c(c21)C1CCC3O1 (centres undefined)	-3	4
CCC(CC)C(=O)Nc1cccc(F)c1	-8	-9
Cc1ccc(C(=O)Nc2ccc([N+](=O)[O-])cc2C)c(Cl)c1	-3	1
NC(=O)Cc1csc(NC(=O)c2coc(NC(=O)c3ccccc3)n2)n1	25	6
COc1ccc(CN2CCCC2c2cc(C)no2)cc1 (centres undefined)	2	6
COc1cc(/C=C2/N=C(c3cccc(Br)c3)OC2=O)cc(OC)c1OC	-6	5
O=C(NCc1ccncc1)/C(=C\c1cccnc1)NC(=O)c1ccccc1	-3	-8
COc1ccc(Cl)cc1S(=O)(=O)Nc1ccccc1C(=O)O	2	-2
COc1ccccc1OCc1cc(C(=O)O)oc1C	2	2
O=C(NCc1cc(-c2ccco2)on1)c1cnccn1	32	-11
CCOc1cc(C=O)cc(Cl)c1OCc1cccc(C(=O)O)c1	-8	2
CC(=NNc1c(Cl)cc(Cl)cc1Cl)c1ccc(C#CC(C)(C)O)s1	1	nt
O=C(CCS(=O)(=O)c1ccc(Br)cc1)N1CC=C(c2ccccc2)CC1	-1	-1
O=C(COC(=O)c1cc2ccccc2o1)C1=CC2C=CC=CC2O1 (centres undefined)	nt	-8
Cc1cc(-c2[nH]c(=O)[nH]c2-c2cc(C)sc2C)c(C)s1	nt	7
CC1CCN(C(C(=O)NC2CCCC2)c2cc3c(cc2[N+](=O)[O-])OCO3)CC1 (centres undefined)	5	11
Cc1nc2ccccc2c2nc3ccccc3n12	0	-2
CCN(CC)S(=O)(=O)c1ccc2oc(C(=O)NCCN(C)C)c(C)c2c1	-11	-3
O=C(Nc1ccc(F)cc1)N1CCN(C/C=C/c2ccccc2)CC1	-5	12
O=c1c2c(nc3cc(-c4ccccc4)[nH]n13)CN(S(=O)(=O)c1cccs1)CC2	-2	5
Cn1c(CSCCOc2ccccc2)nnc1SCC(=O)c1ccc(Cl)cc1Cl	-7	nt
Cc1ccc(N2C(=O)CC(N3CCc4ccccc43)C2=O)cc1Cl (centres undefined)	-1	-1
COc1cccc(NC(=O)N2CCN(c3nc4ccc(S(C)(=O)=O)cc4s3)CC2)c1	-3	21
O=C(NCc1ccccc1)c1cc2n(n1)C(C(F)(F)F)CC(c1ccc(Cl)cc1)N2 (centres undefined)	-8	10
O=C(NC(C(=O)N1CCCC1C(=O)O)=C1CCCCC1)c1ccccc1 (centres undefined)	-3	0
COc1ccc(N(CC(=O)Nc2ccc(C(C)C)cc2)S(C)(=O)=O)cc1Cl	-8	3
O=C(O)CC(C(=O)O)N1C(=O)C(=Cc2cccc([N+](=O)[O-])c2)SC1=S (centres undefined)	1	-3
CCOc1c(OC)cc(C2C(C#N)=C(N)Oc3n[nH]c(-c4cccs4)c32)cc1OC (centres undefined)	-5	37
O=C(NC(c1ccccc1)c1ccccc1)c1cccnc1	3	-5

# Full records, looked up by structure. Order of screens: Pf apPOL inh | mHTT CaM bind
# Record of `O=C(NC(c1ccccc1)c1ccccc1)c1cccnc1` → 3 | -5
# Record of `O=C(NC(C(=O)N1CCCC1C(=O)O)=C1CCCCC1)c1ccccc1` (centres undefined) → -3 | 0

# (next part)
mol	Pf apPOL inh	mHTT CaM bind
O=C(COc1ccccc1)Nc1nc2c(s1)CCc1ccccc1-2	1	-14
O=C1OC(c2ccccc2)=N/C1=C\C(Cl)=C\c1ccccc1	3	16
O=C1NN(c2cccc(Br)c2)C(=O)/C1=C/c1ccc2c(c1)OCO2	-2	-3
COc1ccc(OC)c(CN2CCc3nc(Nc4ccccc4OC)ncc3C2)c1	-5	56*
O=C(c1ccc([N+](=O)[O-])cc1Cl)N1CCCC1	-1	-9
Cc1ccc(/C=C2\N=C(c3ccccc3C)OC2=O)o1	-3	7
Cc1nnc(NC(=O)c2cn(-c3ccc(F)cc3F)c(=O)c3ccccc23)s1	0	4
O=C(NC1CCCC1)c1ccc2ncnc(N3CCCCC3)c2c1	-1	18
COc1cccc(C(=O)CN2C3=NCCN3c3ccccc32)c1	15	2
O=C1OC(/C=C/c2ccccc2)=NC/1=C/c1cccc([N+](=O)[O-])c1	-3	2
COc1c(C(=O)N2CCN(c3ccccc3F)CC2)sc2cccc(F)c12	1	13
Cn1c(-c2cc3ccc(O)c(CN4CCOCC4)c3oc2=O)nc2ccccc21	-1	-9
N#Cc1c2n(c3c(=O)n(Cc4ccc(Cl)cc4)cnc13)CCCCC2	4	-5
COC(=O)C1=C(N)OC2=C(C(=O)CCC2)C1c1ccc2c(c1)OCO2 (centres undefined)	-8	4
O=C(c1ccc(F)cc1)c1ccc2c(c1)CCCO2	-1	-46

# The list continues:
# Each structure is followed by: Pf apPOL inh | mHTT CaM bind
> COc1ccc(CNC(=O)CSc2nc3ccccc3[nH]2)cc1
    -4&-5 | 0&-4
> CCCCN1C(=O)C(C)(C(=O)Nc2cccc(C)c2C)Oc2cccnc21 (centres undefined)
    -1 | -8
> CC1=NN(C(=O)c2cccc(Br)c2)C(O)(c2ccncc2)C1 (centres undefined)
    0 | 23
> O=C(NCc1ccc(F)cc1)C1CCN(c2ccccc2Br)C1=O (centres undefined)
    -6 | -1
> COc1cccc(NC(=O)N2CCc3c(c(COCc4ccccc4)nn3C)C2)c1
    -6 | 20
> COc1cc(C(=O)N2CCC(CC(=O)N3CCCCCC3)CC2)cc(OC)c1OC
    -3 | -4
> COc1ccc(-c2cc3c(c4c2ccn4C)C2CCC3C2)cc1OC (centres undefined)
    1 | 74*
> Cc1cc(C)c(NS(=O)(=O)c2ccc(NC(=O)c3ccccc3[N+](=O)[O-])cc2)c(C)c1
    0 | 23
> COc1cccc(NC(=O)N2CCCC(C)(C(=O)NCc3ccccc3C)C2)c1 (centres undefined)
    -3 | -1
> O=S(=O)(NCC1COc2ccccc2O1)c1cccc(C(F)(F)F)c1 (centres undefined)
    -8 | nt
> Cc1ccc(-n2c(SCC(=O)N3CCCc4ccccc43)nc3c(c2=O)SCC3)cc1
    -5 | 18
> COc1ccc(/C=C2N=C(/C=C/c3ccc(C)cc3)OC/2=O)c(OC)c1
    -4 | 22
> COCCc1nc(C2CCCN(C(=O)COc3ccccc3)C2)n[nH]1 (centres undefined)
    0 | 3
> CCn1c(C(O)c2cc(OC)ccc2OC)nc2ccccc21 (centres undefined)
    1 | -2
> O=C(Nc1cnc(N2CCCC2)nc1)c1ccc(Cl)s1
    -1 | -7
> Cc1nnsc1C(=O)NCCSCc1ccc(Cl)cc1Cl
    -13 | nt
> CCC(CC)C(=O)N1CCC(c2ccncc2)CC1
    -2 | -5
> O=[N+]([O-])c1ccccc1S(=O)(=O)N1CCN(c2ccccc2)CC1
    2 | 14
> CC(C)CC(=O)N1c2ccccc2NC2=C(C(=O)CC(C)(C)C2)C1c1cccnc1 (centres undefined)
    -8 | -4
> CCOC(=O)C(C)NC(=O)N1CCCC1c1cc(C(C)C)no1 (centres undefined)
    -3 | -6
> C=C(C)C1CCC(C)OC1c1ccc2c(c1)OCO2 (centres undefined)
    4 | -34
> O=C(Cn1c(=O)oc2ccccc21)Nc1nc(-c2nc3ccccc3s2)cs1
    5 | 2
> CCN1CCN(CC(O)COCc2ccc(OC)c(OC)c2)CC1 (centres undefined)
    -34 | -5
> N#CC(c1cc2ccccc2cn1)c1ccc2c(c1[N+](=O)[O-])C(=O)c1ccccc1C2=O (centres undefined)
    -5 | nt
> O=[N+]([O-])c1ccccc1NCCc1ccccc1
    -3 | 40
> CC(=O)Nc1ccc(S(=O)(=O)Nc2ccc(S(=O)(=O)Nc3cc(C)ccc3C)cc2)cc1
    -9 | 1
> CCC(=O)Nc1c(-c2ccc(F)cc2)nc2ccccn12
    3 | 7
> CC(C)=CCn1c(N2CCCCCC2)nc2c1c(=O)[nH]c(=O)n2C
    0 | 12
> CC(C)N1CCC2(CC1)N=C(c1ccccc1O)CC(c1ccccc1)N2 (centres undefined)
    -2 | 15
> CCc1c(-c2ccccc2)n(C2CCCCC2)c2nc3c(c(=O)n(C)c(=O)n3C)n12
    -3 | 5
> COc1ccc(C2Sc3ccccc3NC3=C2C(=O)c2ccccc23)cc1OC (centres undefined)
    3 | 69*
> O=C(NCc1ccccc1Cl)c1cc2n(n1)CCCN(Cc1ccc(F)cc1)C2=O
    -1 | 0
> Cc1ccc([C@H]2C[C@H](O)[C@@H](n3cc(C4CC4)nn3)CN2C(=O)C2CCCCC2)cc1
    -10 | 10
> CCOc1ccccc1Oc1c(C)oc2c(CN3CCCC3)c(O)ccc2c1=O
    1 | 2
> CCSc1sc(CC)cc1C1C(C(=O)Nc2ccccn2)=C(C)NC2=C1C(=O)CCC2 (centres undefined)
    -1 | 32
> COc1ccc(-c2noc(C3CCN(CC(=O)NC(C)C)CC3)n2)cc1
    -5 | -3
> Cc1ccc(CN2CCOCCS2(=O)=O)cc1
    -1 | -3
> O=C(Nc1cccc([N+](=O)[O-])c1)NC1(C(F)(F)F)Oc2ccc(Cl)cc2O1 (centres undefined)
    -3 | 13
> COc1ccc(Br)cc1CN1CCN(C(=O)c2ccc([N+](=O)[O-])cc2)CC1
    -2 | 22
> O=C(CS(=O)(=O)c1ccc(Cl)cc1)N1CCN(c2ccccc2)CC1
    -13 | -6
> O=c1c(C=NCc2ccco2)c(-c2ccccc2)[nH]n1-c1nc2ccccc2s1
    -3 | 47
> CC1Cc2nc(SCC(=O)Nc3ccccc3C(F)(F)F)n(C)c(=O)c2S1 (centres undefined)
    -27 | -5
> COc1ccc(N(CC(=O)Nc2cccc(SC)c2)S(C)(=O)=O)cc1
    -4 | 2
> CCOc1ccc(C(=O)Nc2c3c(nn2-c2ccccc2C)CSC3)cc1
    -5 | 3
> Cn1cc(-c2ccncc2)cc1C(=O)NCc1ccc2c(c1)OCO2
    3 | 14
> O=C(c1ccc(OCC2CCN(C(=O)C3(c4ccccc4)CC3)CC2)cc1)N1CCCCC1
    0 | 10
> O=C(NCC1CCN(Cc2ccccc2)CC1)C12CC3CC(CC(C3)C1)C2
    -5 | -11
> Cc1ccc(C(=O)Nc2ccc(CC(=O)O)cc2)o1
    4 | 0
> CCCCc1cc(C)c2[nH]c(=O)cc(C)c2c1
    -11 | nt

# 20 structures already listed, sorted by molecular weight, ascending:
# Each structure is followed by: Pf apPOL inh | mHTT CaM bind
> CCCCc1cc(C)c2[nH]c(=O)cc(C)c2c1
    -11 | nt
> Cc1ccc(CN2CCOCCS2(=O)=O)cc1
    -1 | -3
> Cc1ccc(C(=O)Nc2ccc(CC(=O)O)cc2)o1
    4 | 0
> CCC(=O)Nc1c(-c2ccc(F)cc2)nc2ccccn12
    3 | 7
> CC(C)=CCn1c(N2CCCCCC2)nc2c1c(=O)[nH]c(=O)n2C
    0 | 12
> Cn1cc(-c2ccncc2)cc1C(=O)NCc1ccc2c(c1)OCO2
    3 | 14
> COc1ccc(-c2noc(C3CCN(CC(=O)NC(C)C)CC3)n2)cc1
    -5 | -3
> CC(C)N1CCC2(CC1)N=C(c1ccccc1O)CC(c1ccccc1)N2 (centres undefined)
    -2 | 15
> O=C(NCC1CCN(Cc2ccccc2)CC1)C12CC3CC(CC(C3)C1)C2
    -5 | -11
> CCOc1ccc(C(=O)Nc2c3c(nn2-c2ccccc2C)CSC3)cc1
    -5 | 3
> COc1ccc(N(CC(=O)Nc2cccc(SC)c2)S(C)(=O)=O)cc1
    -4 | 2
> CCOc1ccccc1Oc1c(C)oc2c(CN3CCCC3)c(O)ccc2c1=O
    1 | 2
> O=c1c(C=NCc2ccco2)c(-c2ccccc2)[nH]n1-c1nc2ccccc2s1
    -3 | 47
> O=C(Nc1cccc([N+](=O)[O-])c1)NC1(C(F)(F)F)Oc2ccc(Cl)cc2O1 (centres undefined)
    -3 | 13
> CCc1c(-c2ccccc2)n(C2CCCCC2)c2nc3c(c(=O)n(C)c(=O)n3C)n12
    -3 | 5
> Cc1ccc([C@H]2C[C@H](O)[C@@H](n3cc(C4CC4)nn3)CN2C(=O)C2CCCCC2)cc1
    -10 | 10
> CC1Cc2nc(SCC(=O)Nc3ccccc3C(F)(F)F)n(C)c(=O)c2S1 (centres undefined)
    -27 | -5
> O=C(NCc1ccccc1Cl)c1cc2n(n1)CCCN(Cc1ccc(F)cc1)C2=O
    -1 | 0
> COc1ccc(Br)cc1CN1CCN(C(=O)c2ccc([N+](=O)[O-])cc2)CC1
    -2 | 22
> O=C(c1ccc(OCC2CCN(C(=O)C3(c4ccccc4)CC3)CC2)cc1)N1CCCCC1
    0 | 10
